Source: PubChem BioAssay (National Center for Advancing Translational Sciences (NCATS))
ATXN2 expr inh: Primary qHTS for Inhibitors of ATXN expression; HEK-293 ATXN2-luciferase reporter, luminescence, 24 h; 360,000 compounds, 0.72% hits; AID 1745845, 2022; Potency, µM (titrated, usually from 57 µM), for inactives: at the top dose activity change, negative = inhibition, usual class: inhibitors; also: potency is read from the fitted curve at half-maximal effect; % is scaled to controls: 0 for no effect and ±100 for the full control effect; nearly all actives have a fitted effect of over 55% in size
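qHTS (up to 57 uM final) was run with 24 h compound exposure of reporter cells at 37 °C. Each well was multiplexed: SteadyGlo luminescence measured ATXN2-luciferase expression after a fluorogenic Gly-Phe-AFC viability readout (25 uM final).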
A549 tox: Nrf2 qHTS screen for inhibitors: counterscreen for cytotoxicity; A549 ARE-Fluc cells, CellTiter-Fluor viability, 18-24 h; Potency, µM (series often up to 46 µM), for inactives: top-dose activity change, negative = cytotoxicity, usual class: inhibitors; 390,000 compounds, 0.16% hits; AID 504648, 2011; also: potency is read from the fitted curve at half-maximal effect; % is scaled to controls: 0 for no effect and ±100 for the full control effect
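A549 ARE_Fluc cells in 5% FBS OPTI-MEM were exposed to compounds in concentration-response for 18-24 h at 37 deg C. Viability was read by CellTiter-Fluor fluorescence (Ex 405/Em 525) after 30 min, before the luciferase read.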
Nrf2 inh: Nrf2 qHTS screen for inhibitors | AID 504444, 2011 | 360,000 compounds, 2.1% hits | A549 ARE-Fluc reporter, luciferase luminescence, 18-24 h | Potency, µM (doses to about 46 µM), for the others: at the highest dose activity change, negative = inhibition, most hits filed as inhibitors; also: potency is read from the fitted curve at half-maximal effect; % is scaled to controls: 0 for no effect and ±100 for the full control effect; nearly all actives have a fitted effect of over 60% in size
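Concentration-response testing used A549 ARE_Fluc cells at 5000 cells/well. Following an 18-24 h compound incubation, viability was read by fluorescence (Ex 405/Em 525) and luciferase output by luminescence.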
EPAC2 agonist: qHTS for Agonist of cAMP-regulated guanine nucleotide exchange factor 4 (EPAC2): primary screen; Rap guanine nucleotide exchange factor 4 (Homo sapiens), Q8WZA2; EPAC2 activation, biochemical qHTS; response scale: 100% = 6.5 mM cAMP response; Potency, µM (highest dose often 154 µM), without a hit: top-dose activation, actives largely listed as activators; 360,000 compounds, 0.079% hits; AID 720711, 2013; also: potency is read from the fitted curve at half-maximal effect; nearly all actives have a fitted effect of over 50% in size
Target sequence (Q8WZA2 whole entry, looked up): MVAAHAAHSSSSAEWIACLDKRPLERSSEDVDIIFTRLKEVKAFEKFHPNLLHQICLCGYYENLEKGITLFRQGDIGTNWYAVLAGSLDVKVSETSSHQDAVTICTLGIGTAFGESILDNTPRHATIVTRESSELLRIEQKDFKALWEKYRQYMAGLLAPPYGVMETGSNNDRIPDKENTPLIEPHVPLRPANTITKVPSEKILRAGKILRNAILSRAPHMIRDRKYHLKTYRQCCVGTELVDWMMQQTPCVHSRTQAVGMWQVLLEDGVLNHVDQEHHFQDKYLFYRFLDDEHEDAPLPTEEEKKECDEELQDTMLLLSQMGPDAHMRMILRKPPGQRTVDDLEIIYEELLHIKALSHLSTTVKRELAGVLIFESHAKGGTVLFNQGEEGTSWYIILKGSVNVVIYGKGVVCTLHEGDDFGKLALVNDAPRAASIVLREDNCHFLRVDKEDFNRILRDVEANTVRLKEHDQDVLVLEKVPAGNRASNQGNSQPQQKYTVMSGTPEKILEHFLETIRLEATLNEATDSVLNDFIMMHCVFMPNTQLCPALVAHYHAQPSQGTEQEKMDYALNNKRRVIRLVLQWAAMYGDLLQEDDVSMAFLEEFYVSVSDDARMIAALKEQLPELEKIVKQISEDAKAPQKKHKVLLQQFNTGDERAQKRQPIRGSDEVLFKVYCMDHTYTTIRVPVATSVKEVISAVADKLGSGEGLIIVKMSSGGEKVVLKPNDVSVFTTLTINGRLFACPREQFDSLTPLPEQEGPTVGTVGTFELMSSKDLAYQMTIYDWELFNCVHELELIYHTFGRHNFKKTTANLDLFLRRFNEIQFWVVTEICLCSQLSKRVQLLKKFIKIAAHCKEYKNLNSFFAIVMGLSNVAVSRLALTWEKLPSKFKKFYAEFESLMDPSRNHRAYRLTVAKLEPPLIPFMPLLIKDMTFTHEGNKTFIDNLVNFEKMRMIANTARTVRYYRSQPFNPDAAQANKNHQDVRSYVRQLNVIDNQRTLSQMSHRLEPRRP
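Each well held 100 nM EPAC2, 250 nM RAP1B-BODIPY-GDP and 50 uM GDP. Fluorescence, read at 5-min intervals to 30 min, was referenced to a 6.5 mM cAMP positive control.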
TGFb SMAD3 inh: qHTS for Inhibitors of TGF-b; 410,000 compounds, 1.2% hits; HepG2 CAGA-GFP TGF-b/SMAD3 reporter, GFP fluorescence, 18 h; TGF-beta stimulated, 500 pg/mL final; AID 588855, 2011; Potency, µM (titrated, usually from 46.1 µM), without a hit: at the top dose activity, negative = inhibition, actives largely listed as inhibitors; also: potency is read from the fitted curve at half-maximal effect; % is scaled to controls: 0 for no effect and ±100 for the full control effect; nearly all actives have a fitted effect of over 65% in size
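HEPG2 CAGA-GFP, 1000 cells/well; 2 h settle, 37 C; cpd via pin tool; TGF-b 500 pg/mL final; 18 h, 37 C; GFP imaging ex488/em500-530; %Activity normalised to -TGF-b and +DMSO controls; CRC fit, curve class.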
Nrf2 ARE act: qHTS of Nrf2 Activators; 410,000 compounds, 0.31% hits; AREc32 ARE-luciferase reporter (MCF7-derived line), luminescence, 24 h; AID 624171, 2012; Potency, µM (top dose mostly 46.1 µM), without a hit: at the top dose activation, hits mostly activators; also: potency is read from the fitted curve at half-maximal effect; % of control where 0% means no effect; nearly all actives have a fitted effect of over 65% in size
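Quantitative high-throughput format: AREc32 reporter cells, 1000 per well, received compound by pin transfer and were incubated 24 hr at 37 deg C, 5% CO2, before Steady-Glo luminescence detection.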
IL-2 act: qHTS of IL-2 Activators | IL-2 activation reporter assay, cell-based qHTS; stimulated with anti-CD3/CD4/CD28 beads; in transgenic mouse T cells | 360,000 compounds, 0.065% hits | activation, % (series mostly up to about 46 µM); in the data active = activation above about 50%; inconclusive = mostly about 30% to 49%; also: 0% is about no effect
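Readout is EGFP and DsRed signal by fluorescent plate cytometry after 18 h at 37 degrees C. Transgenic mouse T cells (750/well) received compound for 60 min before bead stimulation (anti-CD3, anti-CD4, anti-CD28); memory T cells served as non-tolerant control.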
S2 tox: Viability Counterscreen for Primary qHTS for Inhibitors of ATXN expression | 400,000 compounds, 0.49% hits | Potency, µM (series often up to 56.7 µM), hits mostly cytotoxic | S2 cells (HEK-293 line with an ATXN2-luciferase reporter) viability, CellTiter-Fluor protease fluorescence, 24 h; also: potency is read from the fitted curve at half-maximal effect; nearly all actives have a fitted effect of over 40% in size
HepG2 tox: qHTS for Inhibitors of TGF-b: Cytotox Counterscreen; 410,000 compounds, 0.76% hits; HepG2 CAGA-GFP viability, ATP luminescence, 18 h; Potency, µM (series often up to 46.1 µM), for the others: top-dose activity change, negative = cytotoxicity, actives largely listed as cytotoxic; also: potency is read from the fitted curve at half-maximal effect; some results filed as inactive show a strong effect at the top dose
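CellTiter-Glo luminescence gave cytotoxicity after 18 hours at 37 degrees C. The cells were HepG2 CAGA-GFP in 1% FBS DMEM, stimulated with 500 pg/mL TGF-beta after compound addition. %Activity was normalised to no-cell wells (complete cell-killing) and DMSO (no toxicity), and curves were fitted and classified.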
* hit, by the source's call. Unless noted, calls follow the shape of the dose curve; as a rule, active = well fitted curve in the direction sought with a large enough effect; inconclusive = small, poorly fitted or top-dose-only effect, or another doubt; inactive = no such curve, though single readings can be large; an effect the other way counts as inactive or inconclusive. Random draw from the library; about 4.3% have a hit in one of these screens.

What do the screens show for `COc1cccc(CN(C)CC(=O)NCc2ccccc2Cl)c1OC`?
ATXN2 expr inh: -4%; A549 tox: 1%; Nrf2 inh: inconclusive; EPAC2 agonist: -9%; TGFb SMAD3 inh: -23%; Nrf2 ARE act: 4.9%; IL-2 act: -0.7; S2 tox: inactive; HepG2 tox: -26%

Results for CC(C)(C)NC(=O)C1c2ccccc2OCC(=O)N1Cc1ccccc1 (stereo not drawn) ?
ATXN2 expr inh: 13%; EPAC2 agonist: 7%; Nrf2 ARE act: 1.8%; IL-2 act: 1.0; S2 tox: inactive

What do the screens show for `Cc1oc(-c2ccc(-c3ccccc3)cc2)nc1CN1CCN(CC(=O)N(C)C)CC1`?
A549 tox: 0%; Nrf2 inh: inconclusive; EPAC2 agonist: -3%; TGFb SMAD3 inh: 6%; Nrf2 ARE act: 8.0%; IL-2 act: 0.4; S2 tox: inconclusive; HepG2 tox: 15%

How did CCOC(=O)/C=c1\s/c(=C\c2ccc3cc(OC)ccc3c2)c(=O)n1CC(=O)NCc1ccc2c(c1)OCO2 do in these assays?
ATXN2 expr inh: -17%; A549 tox: 0%; Nrf2 inh: 9%; EPAC2 agonist: 16%; TGFb SMAD3 inh: 5%; Nrf2 ARE act: -0.6%; IL-2 act: -2.3; HepG2 tox: 6%

How did O=C(NCCN1CCNCC1)c1ccccc1O do in these assays?
A549 tox: -1%; Nrf2 inh: 7%; EPAC2 agonist: 7%; TGFb SMAD3 inh: -11%; Nrf2 ARE act: 0.4%; IL-2 act: -0.6; S2 tox: inactive; HepG2 tox: 1%

Results for Cn1c(=O)c2c(nc(SCc3ccc(C(=O)O)cc3)n2C)n(C)c1=O ?
A549 tox: 0%; Nrf2 inh: -8%; EPAC2 agonist: 4%; TGFb SMAD3 inh: 21%; Nrf2 ARE act: 0.2%; IL-2 act: 1.5; S2 tox: inactive; HepG2 tox: -7%

What do the screens show for `COc1ccc([C@H]2CC(=O)C=C(c3ccc(-c4ccccc4)cc3)C2)cc1OC`?
ATXN2 expr inh: 0%; A549 tox: 0%; Nrf2 inh: 3%; EPAC2 agonist: 4%; TGFb SMAD3 inh: -7%; Nrf2 ARE act: -2.0%; IL-2 act: -2.4; S2 tox: inactive; HepG2 tox: -7%

What do the screens show for `CCNC(=O)COC(=O)c1cc(C)n(-c2ccccc2)c1C`?
ATXN2 expr inh: 11%; A549 tox: 4%; Nrf2 inh: inconclusive; EPAC2 agonist: 2%; TGFb SMAD3 inh: 1%; Nrf2 ARE act: 0.6%; IL-2 act: -0.3; S2 tox: inactive; HepG2 tox: -2%

Results for O=C(Cn1cc(S(=O)(=O)Cc2ccccc2Cl)c2ccccc21)NCc1ccccc1Cl ?
A549 tox: -7%; Nrf2 inh: -33%; TGFb SMAD3 inh: inconclusive; Nrf2 ARE act: 2.0%; HepG2 tox: -26%

How did COCc1c(C(=O)OCC(=O)N2c3ccccc3CC2C)oc2ccccc12 (stereo not drawn) do in these assays?
ATXN2 expr inh: -7%; A549 tox: 4%; Nrf2 inh: -3%; EPAC2 agonist: 11%; TGFb SMAD3 inh: -2%; Nrf2 ARE act: -0.5%; IL-2 act: -1.1; S2 tox: inactive; HepG2 tox: -7%

What do the screens show for `CN(C)CCCOC(=O)c1ccccc1`?
ATXN2 expr inh: -1%; A549 tox: 4%; Nrf2 inh: 10%; EPAC2 agonist: 9%; TGFb SMAD3 inh: 18%; Nrf2 ARE act: -0.1%; IL-2 act: -2.2; S2 tox: inactive; HepG2 tox: 0%

Results for Cc1cccc(C)c1NS(=O)(=O)c1c(C(=O)N2CCCCC2)c(C)n(C)c1C ?
ATXN2 expr inh: 12%; A549 tox: -3%; Nrf2 inh: 1%; EPAC2 agonist: 3%; TGFb SMAD3 inh: 1%; Nrf2 ARE act: -0.5%; IL-2 act: -4.7; S2 tox: inactive; HepG2 tox: -2%

What do the screens show for `CCCCOC(=O)CSc1nc2c(cc1C#N)C(=O)CC(C)(C)C2`?
ATXN2 expr inh: 23%; A549 tox: -16%; Nrf2 inh: 3%; EPAC2 agonist: 3%; TGFb SMAD3 inh: -2%; Nrf2 ARE act: -0.4%; IL-2 act: 0.8; S2 tox: inactive; HepG2 tox: 4%

How did Cc1ccccc1NC(=O)c1nc[nH]c1C(=O)NCc1ccccc1 do in these assays?
ATXN2 expr inh: -9%; A549 tox: 1%; Nrf2 inh: -28%; EPAC2 agonist: -11%; TGFb SMAD3 inh: inconclusive; Nrf2 ARE act: 2.7%; IL-2 act: -0.6; S2 tox: inactive; HepG2 tox: -66%

Results for O=C(Nc1ncnc2sc3c(c12)CCCC3)c1ccncc1 ?
ATXN2 expr inh: -20%; A549 tox: 0%; Nrf2 inh: 2%; EPAC2 agonist: 4%; TGFb SMAD3 inh: -3%; Nrf2 ARE act: -0.2%; IL-2 act: -1.1; S2 tox: inactive; HepG2 tox: -6%

How did Cc1cc(C)cc(OCC(=O)NNC(=O)CN2C(=O)c3ccccc3C2=O)c1 do in these assays?
ATXN2 expr inh: 0%; A549 tox: 9%; Nrf2 inh: -1%; EPAC2 agonist: -8%; TGFb SMAD3 inh: 7%; Nrf2 ARE act: 0.0%; IL-2 act: -2.2; S2 tox: inactive; HepG2 tox: -11%

How did CCN1CCN(c2cc(=O)n(Cc3ccc(F)cc3)c(=O)[nH]2)CC1 do in these assays?
A549 tox: -2%; Nrf2 inh: -3%; EPAC2 agonist: -6%; TGFb SMAD3 inh: -1%; Nrf2 ARE act: 0.3%; IL-2 act: 0.5; S2 tox: inactive; HepG2 tox: 3%

How did CCOC(=O)c1cc2c(n(-c3ccc(Cl)cc3)c1=O)CCCC2=O do in these assays?
ATXN2 expr inh: -31%; A549 tox: 0%; Nrf2 inh: 11%; EPAC2 agonist: 5%; TGFb SMAD3 inh: -1%; Nrf2 ARE act: -0.9%; IL-2 act: 1.3; S2 tox: inactive; HepG2 tox: -1%

What do the screens show for `CC(C)(C)C(=O)Cn1c(=N)n(Cc2ccccc2Cl)c2ccccc21`?
ATXN2 expr inh: -8%; A549 tox: 0%; Nrf2 inh: 21%; EPAC2 agonist: 0%; TGFb SMAD3 inh: 0%; Nrf2 ARE act: -0.2%; IL-2 act: -0.6; S2 tox: inconclusive; HepG2 tox: -27%

What do the screens show for `NC(N)=N/N=C/c1ccc(Br)cc1`?
A549 tox: -17%; Nrf2 inh: inconclusive; EPAC2 agonist: 4%; TGFb SMAD3 inh: inconclusive; Nrf2 ARE act: -1.3%; IL-2 act: -3.1; S2 tox: inactive; HepG2 tox: -55%

Results for COc1ccc(CCN2C(=O)N(c3ccc(F)cc3)C(=O)C2CC(=O)Nc2ccc(F)c(F)c2)cc1 (stereo not drawn) ?
ATXN2 expr inh: inconclusive; A549 tox: -12%; Nrf2 inh: 13%; TGFb SMAD3 inh: inconclusive; Nrf2 ARE act: 7.4%; S2 tox: inconclusive; HepG2 tox: -60%

Results for Cc1cccc(NC(=O)Cn2cc([N+](=O)[O-])cn2)n1 ?
ATXN2 expr inh: 4%; A549 tox: -2%; Nrf2 inh: 2%; EPAC2 agonist: -2%; TGFb SMAD3 inh: -5%; Nrf2 ARE act: -0.4%; IL-2 act: 1.5; S2 tox: inactive; HepG2 tox: 1%

Results for CCN(CC)CCCNC(=O)c1ccc2c(c1)sc1nc(-c3ccc(C)cc3)cn12 ?
A549 tox: 0%; Nrf2 inh: 17%; TGFb SMAD3 inh: -37%; Nrf2 ARE act: 8.1%; HepG2 tox: 6.3µM*

How did Cc1ccc(SCCNC(=O)c2ccc(C)c(S(=O)(=O)Nc3cccc(C)c3)c2)cc1 do in these assays?
ATXN2 expr inh: inconclusive; A549 tox: inconclusive; Nrf2 inh: inconclusive; EPAC2 agonist: 17%; TGFb SMAD3 inh: 13µM*; Nrf2 ARE act: 2.7%; IL-2 act: 1.7; S2 tox: inconclusive; HepG2 tox: -2%

Results for C/C(Cl)=C/CSc1nnc2n(N)c(=O)c3ccccc3n12 ?
A549 tox: -2%; Nrf2 inh: 2%; EPAC2 agonist: 8%; TGFb SMAD3 inh: 8%; Nrf2 ARE act: -0.2%; IL-2 act: -1.5; HepG2 tox: -19%

What do the screens show for `CC1CN(C(=S)NC(=O)c2ccccc2)CC(C)O1` (stereo not drawn)?
ATXN2 expr inh: -8%; A549 tox: 11%; Nrf2 inh: -1%; EPAC2 agonist: 8%; TGFb SMAD3 inh: -8%; Nrf2 ARE act: -0.3%; IL-2 act: -2.7; S2 tox: inactive; HepG2 tox: -1%

How did CS(=O)(=O)N1CCc2cc(S(=O)(=O)N3CCN(Cc4ccc5c(c4)OCO5)CC3)ccc21 do in these assays?
ATXN2 expr inh: -15%; A549 tox: -1%; Nrf2 inh: inconclusive; EPAC2 agonist: 11%; TGFb SMAD3 inh: inconclusive; Nrf2 ARE act: -0.2%; IL-2 act: 2.3; S2 tox: inactive; HepG2 tox: -26%

Retrieved by compound from above, two records:
What do the screens show for `CC1CN(C(=S)NC(=O)c2ccccc2)CC(C)O1` (stereo not drawn)?
ATXN2 expr inh: -8%; A549 tox: 11%; Nrf2 inh: -1%; EPAC2 agonist: 8%; TGFb SMAD3 inh: -8%; Nrf2 ARE act: -0.3%; IL-2 act: -2.7; S2 tox: inactive; HepG2 tox: -1%

What do the screens show for `CC(C)(C)C(=O)Cn1c(=N)n(Cc2ccccc2Cl)c2ccccc21`?
ATXN2 expr inh: -8%; A549 tox: 0%; Nrf2 inh: 21%; EPAC2 agonist: 0%; TGFb SMAD3 inh: 0%; Nrf2 ARE act: -0.2%; IL-2 act: -0.6; S2 tox: inconclusive; HepG2 tox: -27%
